# Screening results deposited in PubChem BioAssay by several laboratories.
# cardiac RTF act = cardiac RTF calcium sensitivity activators, primary screen, biochemical, IANBD-TnC fluorescence, EC20 calcium. Troponin I, cardiac muscle (Homo sapiens) + Troponin T, cardiac muscle (Homo sapiens) + …. IANBD-labeled TnC RTF fluorescence at EC20 calcium; 0% EC20 calcium, 100% full calcium. activation, % at 7.2 µM. actives 0.24% (n = 340,000). AID 493008, 2010;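 active = activation above the mean over all tested compounds plus 3 SD, cut at about 30% in these data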;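 also: rise in fluorescence read as greater calcium sensitivity of cardiac thin filaments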
# Cardiac RTF inh = cardiac RTF calcium sensitivity inhibitors, primary screen, biochemical, IANBD-TnC fluorescence, EC70 calcium; actives 0.12% (n = 340,000); AID 493244, 2011; inhibition, % at 7.15 µM; Troponin I, cardiac muscle (Homo sapiens) + Troponin T, cardiac muscle (Homo sapiens) + …; IANBD-labeled cardiac RTF, Ca2+ fluorescence;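 active = inhibition above the mean inhibition of all tested compounds plus 3 SD, cut at about 17% in these data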;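 also: assay run at fixed EC70 calcium of 1.6 mM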
# Rtt109 Vps75 = inhibitors of C. albicans Rtt109/Vps75 HAT, primary screen, biochemical, ThioGlo CoA-SH fluorescence, plate reader. AID 540336, 2011. actives 0.16% (n = 330,000). inhibition, % at 34.9 µM. purified Rtt109/Vps75, 4 h;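 active = inhibition of at least 50% in every replicate; inconclusive = best replicate reaches 50% inhibition but some replicates fall short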
# Target sequence (Q5AAJ8 whole entry, looked up): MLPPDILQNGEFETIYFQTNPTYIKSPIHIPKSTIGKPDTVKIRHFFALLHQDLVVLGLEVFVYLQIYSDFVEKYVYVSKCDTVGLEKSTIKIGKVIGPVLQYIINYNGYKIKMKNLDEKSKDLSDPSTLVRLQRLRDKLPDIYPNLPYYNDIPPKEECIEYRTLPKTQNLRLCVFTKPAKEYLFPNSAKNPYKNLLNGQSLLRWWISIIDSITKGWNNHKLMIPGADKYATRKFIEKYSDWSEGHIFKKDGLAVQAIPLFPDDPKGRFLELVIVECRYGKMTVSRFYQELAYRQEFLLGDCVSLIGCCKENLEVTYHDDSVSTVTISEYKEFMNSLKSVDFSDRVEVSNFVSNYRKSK
# CAL PDZ FP-1 = CAL PDZ peptide-binding inhibitors, primary screen, biochemical, fluorescence polarization, Cer-tagged CAL PDZ, HTS. Golgi-associated PDZ and coiled-coil motif-containing protein (Homo sapiens), Q9HD26. purified CAL PDZ, TMR-peptide fluorescence polarization, 1 h. inhibition, % at 20 µM. actives 0.02% (n = 330,000). AID 504414, 2011;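 active = highest replicate inhibition of at least 40%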;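 also: plate controls were DMSO neutral control wells for no effect and unlabeled competitor peptide control wells for full effect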
#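 Material: tagged CAL PDZ protein CerCALP, purified; buffer or medium: sodium phosphate/NaCl buffer pH 7.4 with TCEP, IgG, Thesit; also added: fluorescent TMR peptide probe; schedule: 1 h incubation at room temperature before polarization reading; technique: fluorescence polarization from S- and P-plane intensities, G-factor corrected; control set: unlabelled peptide and DMSO controls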
# LANA DNA inh = inhibitors of KSHV C-LANA binding to DNA, primary screen, biochemical, fluorescence polarization, FAM-LBS DNA, MBP-C-LANA, single point | Kaposi's sarcoma herpesvirus LANA C-terminal domain (residues 932-1162) DNA binding | inhibition, % at 9 µM | actives 0.078% (n = 340,000) | AID 504423, 2011;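 active = highest replicate inhibition at or above 60% at 9 µM, even if other replicates fall short; inactive = all replicates below 60% inhibition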;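 also: 0% = neutral control wells and 100% = 4 µM acridine orange control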
# SR-BI uptake up = activators of SR-BI mediated DiI-HDL uptake, primary screen, ldlA[mSR-BI] CHO cells, DiI fluorescence. 3 h; 100 = double the neutral-control signal. activation, % at 12.5 µM. actives 0.096% (n = 320,000);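 active = mean replicate activation of at least 60% and every replicate at or above 60%; inconclusive = mean or all-replicate condition met, but not both; inactive = mean below 60% and not all replicates reaching 60%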;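 also: 0% = median plate neutral-control signal and 100% = twice that signal; values of inactives mirror those of a sister screen read the other way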
#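 Assay system: CHO ldlA[mSR-BI] cells, LDL receptor-null, SR-BI overexpressing; medium: Ham's F12 with 0.5% BSA, HEPES 25 mM, pH 7.4; also added: DiI-HDL 10 µg/mL; timing: 3 h uptake period with compound, 37 °C; signal: DiI fluorescence, bottom read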
# CAL PDZ FP-2 = untagged CAL PDZ binding inhibitors, primary screen, biochemical, fluorescence polarization, HTS; inhibition, % at 24.9 µM; actives 0.92% (n = 300,000); AID 602252, 2012; Golgi-associated PDZ and coiled-coil motif-containing protein (Homo sapiens), Q9HD26; purified CAL PDZ, TMR-peptide fluorescence polarization, 1 h;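 active = mean inhibition of at least 30% with at least half of replicates also reaching 30%; inconclusive = no clear call, values can overlap the other calls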;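 also: 0% = DMSO neutral control and 100% = excess unlabeled competitor peptide PRC23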
# Keap1-Nrf2 PPI = Keap1-Nrf2 protein-protein interaction inhibitors, primary screen, biochemical, fluorescence polarization, single point; inhibition, % at 9.4 µM; Keap1 Kelch-Nrf2 peptide fluorescence polarization, 1536-well; actives 0.15% (n = 340,000); in the data active = inhibition above about 12%; inconclusive = no clear call, values can overlap the other calls; inactive = below about 7.3%;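 also: human Keap1 Kelch domain with fluorescein labeled Nrf2 9mer peptide probe; 0% = neutral control wells and 100% = peptide positive control; higher means more block of Keap1 binding to Nrf2 peptide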
# Target sequence (Q14145 whole entry, looked up, the tested form may be a part): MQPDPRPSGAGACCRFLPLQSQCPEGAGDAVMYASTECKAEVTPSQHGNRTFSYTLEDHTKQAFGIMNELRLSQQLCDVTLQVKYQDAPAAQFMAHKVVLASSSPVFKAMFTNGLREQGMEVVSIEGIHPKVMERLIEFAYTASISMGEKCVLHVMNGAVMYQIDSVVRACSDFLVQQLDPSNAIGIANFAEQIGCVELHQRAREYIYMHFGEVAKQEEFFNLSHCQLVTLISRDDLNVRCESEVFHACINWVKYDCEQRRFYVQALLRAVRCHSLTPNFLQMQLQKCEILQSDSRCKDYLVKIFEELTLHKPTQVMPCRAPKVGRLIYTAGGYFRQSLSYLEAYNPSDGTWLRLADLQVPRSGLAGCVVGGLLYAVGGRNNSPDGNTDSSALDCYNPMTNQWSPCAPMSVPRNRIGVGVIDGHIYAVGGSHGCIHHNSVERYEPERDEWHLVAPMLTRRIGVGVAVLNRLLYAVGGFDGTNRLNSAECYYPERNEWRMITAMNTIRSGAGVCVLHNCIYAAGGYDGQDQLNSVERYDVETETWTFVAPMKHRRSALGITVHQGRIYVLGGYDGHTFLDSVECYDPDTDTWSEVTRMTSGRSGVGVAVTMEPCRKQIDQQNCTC
# PKA-R2B activ = activators of PKA-R2B holoenzyme, primary screen, biochemical, fluorescence polarization, Cy5-IP20, human | actives 0.079% (n = 340,000) | activation, % at 11.4 µM | PKA-R2B holoenzyme dissociation; R2B truncated from residue 108, S112A mutant; 0% DMSO only, 100% 113 µM cGMP;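 active = activation above a cutoff set at the mean over all compounds plus 3 SD, cut at about 18% in these data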;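 also: higher means more holoenzyme dissociation and a rise in polarization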
# DAGLB inhibitor = DAGLB lipase inhibitors, primary screen, biochemical, fluorescence, HTS; inhibition, % at 5.17 µM; HEK293T DAGLB membrane lysate, EnzChek fluorogenic substrate; AID 504411, 2011; actives 0.059% (n = 340,000); Diacylglycerol lipase-beta (Homo sapiens), Q8NCG7; in the data active = inhibition above about 34%;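 also: 0% = enzyme with vehicle and 100% = wells lacking enzyme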
# * hit, by the source's call; ? = inconclusive; . = not tested or not shown. The order is random; about 1.6% have a hit in one of these screens.
Molecule,cardiac RTF act,Cardiac RTF inh,Rtt109 Vps75,CAL PDZ FP-1,LANA DNA inh,SR-BI uptake up,CAL PDZ FP-2,Keap1-Nrf2 PPI,PKA-R2B activ,DAGLB inhibitor
Cc1cc(C)cc(Oc2c(C(F)(F)F)oc3cc(OCC(=O)O)ccc3c2=O)c1,0,7,-5,-1.8,-1.3,4,-6,-4,-10,-2
Cc1ccccc1-c1nnn(C/C(N)=N/O)n1,-7,-8,-1,-1.5,-0.1,13,-1,-2,4,-2
COc1cc(OC)c2c(-c3ccccc3)cc(=O)oc2c1C(CC(=O)N1CCOCC1)c1ccc2c(c1)OCO2 (stereo not given),3,-5,3,-6.4,1.6,8,1,-2,2,-2
CC(=O)NC(Cc1cc(C)ccc1C)C(=O)N1CCN(C(=O)c2ccc([N+](=O)[O-])cc2)CC1 (stereo not given),-1,0,4,.,-0.3,-17,1,4,1,2
S=c1sc2c(N3CCOCC3)ncnc2n1-c1ccccc1,-4,4,7,0.6,0.4,23,.,1,-13,-4
Cc1cccc(NC(=O)c2ccc(S(=O)(=O)N3CCCC3)cc2)c1C,-3,-1,5,-1.3,1.8,.,.,-6,-5,-1
CN(C)c1ccc(C2N(C)C(=O)c3ccccc3N2C)cc1 (stereo not given),-1,-6,-8,-1.3,-0.5,5,3,-5,-10,2
Cc1ccccc1OCC(=O)NNC=O,-3,-15,-4,-0.8,0.9,-3,.,-1,-4,-2
CN=C(Nc1ccccc1OC)SC1CC(=O)N(c2ccc(C(=O)OC)cc2)C1=O (stereo not given),-1,-2,-7,1.9,0.9,-9,-4,1,7,0
O=C(Nc1ccon1)c1cc2c(s1)CCCC2,1,-8,4,-2.7,0.7,-20,.,-1,0,2
COc1ccc2c(C)cc(SCc3c(C)noc3C)nc2c1,5,-16,0,-3.0,-1.6,-28,.,-4,4,-5
O=C(C1CCN(c2nnc(-n3cccc3)s2)CC1)N1CCN(Cc2ccc3c(c2)OCO3)CC1,1,-1,-4,0.6,-1.5,8,.,1,6,0
Cn1c(=O)c2c(ncn2CC(=O)Nc2cccc(S(=O)(=O)Nc3ccccc3F)c2)n(C)c1=O,-2,3,-2,-2.0,-1.6,-3,2,3,-9,-1
Cc1occc1C(=O)N1CCC2(CCCN(Cc3ccc(F)c(F)c3)C2)C1 (stereo not given),-2,-4,-22,-0.9,-1.1,0,.,-4,-6,-3
Cc1cc(=O)oc2c3c(cc(OCC(=O)N4CCC[C@H]4C(=O)O)c12)OC(C)(C)CC3,0,0,-32,0.0,1.3,-3,-1,-1,-3,-2
COCCn1c(SCC(=O)Nc2ccccc2C(F)(F)F)nc2ccccc2c1=O,10,1,-1,.,-0.4,5,-3,-6,5,-1
COc1cccc(CN(C)C(=O)CNC(=O)c2sc3ccccc3c2Cl)c1OC,-1,-4,?,-1.4,-0.7,3,0,5,-1,-4
O=C(Cn1c(=O)cnc2ccccc21)NC1CCC(O)CC1 (stereo not given),2,-2,-1,-2.0,-1.2,26,-1,-5,0,1
Cc1cc(NC(=O)COc2ccc(F)c(Cl)c2)no1,-6,4,-9,0.7,0.8,-2,.,-4,2,0
CCN(C(=O)COC(=O)c1c(C)c(-c2ccccc2)nc2ccccc12)C1CCS(=O)(=O)C1 (stereo not given),2,2,3,-0.6,2.3,-75,-2,-2,-1,2
CC(=O)Nc1cc(C(=O)N2CCOCC2)ccc1S(=O)(=O)c1ccc(C)cc1,-3,4,-5,-0.8,-1.0,2,-1,-2,-4,-3
COc1ccc(CC(=O)n2[nH]c(=O)ccc2=O)cc1OC,.,.,11,0.2,0.1,20,.,-4,.,.
CCOc1ccc(NC(=O)CN2C(=O)COc3ccccc32)cc1,4,-18,17,0.3,-2.4,11,-5,-3,-2,0
Nn1c(Cc2ccccc2F)nnc1SCn1nnc2ccccc2c1=O,8,-2,.,-0.6,1.0,-26,-4,-4,3,-1
Cc1ccccc1CSCc1nc(N)nc(Nc2ccccc2C)n1,1,-11,-8,0.3,0.3,-1,-3,-1,-8,2
CC(=O)/C(=N\Nc1ccc(Cl)cc1Cl)Sc1nnc(-c2ccccc2)n1-c1ccccc1,-1,-17,12,-0.7,-1.2,22,-2,-1,-3,-1
Cc1cccc(NC(=O)CN2C(=O)COc3ccc(Cl)cc32)c1C,-5,0,-4,-1.4,-2.4,-27,-5,-1,2,-5
CSc1nnc(C)c(=O)n1COC(=O)COc1ccccc1C,3,-5,0,-2.2,0.9,26,-4,-4,-2,-2
Cc1cc(C)n2nc(C(=O)Nc3ccc4c(c3)CCC4)nc2n1,6,-3,3,-0.9,2.5,-14,-4,-2,8,0
O=C(O)c1ccc2c(=O)n3c(nc2c1)/C(=C/c1ccc(Cl)c([N+](=O)[O-])c1)CC3,-2,-4,-8,-5.5,1.5,.,-9,-2,-8,-1

# Reformatted: seven of the compounds above.
# Value order: cardiac RTF act, Cardiac RTF inh, Rtt109 Vps75, CAL PDZ FP-1, LANA DNA inh, SR-BI uptake up, CAL PDZ FP-2, Keap1-Nrf2 PPI, PKA-R2B activ, DAGLB inhibitor
- Cc1cc(C)cc(Oc2c(C(F)(F)F)oc3cc(OCC(=O)O)ccc3c2=O)c1
  0, 7, -5, -1.8, -1.3, 4, -6, -4, -10, -2
- Cc1ccccc1-c1nnn(C/C(N)=N/O)n1
  -7, -8, -1, -1.5, -0.1, 13, -1, -2, 4, -2
- COc1cc(OC)c2c(-c3ccccc3)cc(=O)oc2c1C(CC(=O)N1CCOCC1)c1ccc2c(c1)OCO2 (stereo not given)
  3, -5, 3, -6.4, 1.6, 8, 1, -2, 2, -2
- CC(=O)NC(Cc1cc(C)ccc1C)C(=O)N1CCN(C(=O)c2ccc([N+](=O)[O-])cc2)CC1 (stereo not given)
  -1, 0, 4, ., -0.3, -17, 1, 4, 1, 2
- S=c1sc2c(N3CCOCC3)ncnc2n1-c1ccccc1
  -4, 4, 7, 0.6, 0.4, 23, ., 1, -13, -4
- Cc1cccc(NC(=O)c2ccc(S(=O)(=O)N3CCCC3)cc2)c1C
  -3, -1, 5, -1.3, 1.8, ., ., -6, -5, -1
- CN(C)c1ccc(C2N(C)C(=O)c3ccccc3N2C)cc1 (stereo not given)
  -1, -6, -8, -1.3, -0.5, 5, 3, -5, -10, 2

# (cont.)
# Field names: A = cardiac RTF act; B = Cardiac RTF inh; C = Rtt109 Vps75; D = CAL PDZ FP-1; E = LANA DNA inh; F = SR-BI uptake up; G = CAL PDZ FP-2; H = Keap1-Nrf2 PPI; I = PKA-R2B activ; J = DAGLB inhibitor
> CC1CCC(NC(=O)c2cc(S(=O)(=O)N3CCCCC3)ccc2N2CCOCC2)CC1 (stereo not given)
  A = 6	B = -5	C = 8	D = -0.9	E = -0.7	F = 23	G = 3	H = -6	I = -6	J = -4
> c1ccc(-n2ncc3c(NCCCN4CCOCC4)ncnc32)cc1
  A = 4	B = 0	C = 10	D = -0.7	E = 0.8	F = -1	G = 0	H = -6	I = -10	J = -2
> O=C(Cn1cnc2ccccc21)N/N=C/c1cccc([N+](=O)[O-])c1
  A = -1	B = -3	C = -7	D = -2.1	E = -0.8	F = 1	G = 5	H = -4	I = -12	J = 2
> O=C1CN(C(=O)CSc2nnc(-c3ccccc3)n2Cc2ccc3c(c2)OCO3)c2ccccc2N1
  A = 0	B = -3	C = -4	D = .	E = -0.2	F = 22	G = -2	H = 2	I = 8	J = 4
> Clc1ccccc1N1CCN(Cc2ccco2)CC1
  A = 4	B = -5	C = 3	D = 1.4	E = -2.8	F = 32	G = -5	H = -3	I = -2	J = -5
> Cc1cc[n+](CC(=O)c2ccc3c(c2)OCCO3)cc1
  A = -4	B = 5	C = 12	D = -1.0	E = -0.1	F = 9	G = -1	H = -2	I = -12	J = -3
> CN(C)CCCNc1oc(/C=C/c2ccccc2)nc1C#N
  A = -5	B = -13	C = 2	D = -1.6	E = -0.3	F = -16	G = -1	H = -3	I = -3	J = 2
> CO/N=C/C=C1/N(C)c2ccccc2C1(C)C
  A = 1	B = -3	C = -4	D = -2.8	E = -3.5	F = 3	G = -4	H = 3	I = -7	J = -1
> O=C(CN1CCC(n2nnc3cc(F)ccc32)CC1)NNC(=O)c1ccccc1
  A = -4	B = 17	C = -3	D = -2.4	E = -1.6	F = 11	G = -2	H = 0	I = -4	J = 3
> O=C(COc1nsnc1N1CCOCC1)N/N=C/c1ccccc1O
  A = 0	B = 1	C = -9	D = -1.5	E = -1.2	F = -9	G = -2	H = -3	I = -9	J = 3
> Fc1ccccc1Cc1noc(CN2CCCC(CN3CCOCC3)C2)n1 (stereo not given)
  A = 5	B = 5	C = 5	D = -0.2	E = 1.1	F = 46	G = 1	H = 1	I = -11	J = 2
> CCc1c(C)nc2cc(-c3ccc(Cl)cc3)[nH]n2c1=O
  A = 4	B = -3	C = -4	D = -2.3	E = -0.8	F = 16	G = 14	H = 2	I = -6	J = 2
> COc1cc(OC)cc(C(=O)NCCNc2nc3cc(C)cc(C)c3cc2C#N)c1
  A = -1	B = 6	C = -1	D = 0.0	E = 2.0	F = -53	G = -3	H = -4	I = 5	J = -1
> Cc1cnc(C(=O)N2CCN(c3ccc(C(F)(F)F)cn3)CC2)cn1
  A = 8	B = 3	C = -5	D = 1.2	E = 0.8	F = 9	G = -5	H = -4	I = 3	J = -1
> CCOC(=O)C(NC(C)=O)(Nc1ccc(S(=O)(=O)Nc2nccs2)cc1)C(F)(F)F (stereo not given)
  A = -3	B = -9	C = -1	D = -0.6	E = 0.5	F = -16	G = -1	H = -5	I = -8	J = -3
